LAP4 TOR yeast = yeast TOR pathway LAP4-GFP modulation | GFP response vs DMSO, % at 10 µM | S. cerevisiae LAP4-GFP multiplex, flow cytometry GFP, 3 h; median GFP as percent of DMSO wells | actives 0.34% (n = 320,000);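 active = GFP response vs DMSO above a set limit, about the screen mean plus 3 SD, cut at about 150% in these data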
MEP2 TOR yeast = yeast TOR pathway MEP2-GFP modulation | S. cerevisiae MEP2-GFP strain, flow cytometry GFP, 3 h; 100% = DMSO control level | GFP response vs DMSO, % at 10 µM | actives 0.51% (n = 330,000) | AID 2016;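 active = GFP response versus DMSO above a set limit, roughly screen mean plus 3 SD, cut at about 180% in these data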;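 also: median GFP fluorescence of the barcode-gated MEP2-GFP cells per well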
procasp3 activ = activators of human procaspase-3 | AID 463141 | actives 0.11% (n = 330,000) | P42574 | activation, % at 8.5 µM | recombinant procaspase-3 D3A, Ac-DEVD-pNA absorbance 405 nm;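 active = activation above the mean of all tested compounds plus 3 SD, cut at about 21% in these data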;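 also: 0% = DMSO alone and 100% = DMSO wells spiked with extra 5 µM PC-3 D3A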
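Compound: 8.5 µM single point, 0.8% DMSO / Material: Autoprocessing-dead procaspase-3 D3A mutant enzyme / Timing: 1 h preincubation plus 2 h reaction at 25 °C / Medium: Zinc-free HEPES/NaCl buffer with 0.01% Triton X-100 at pH 7.4 / Technique: 405 nm absorbance of p-nitroaniline, reads at 0 and 120 min / Repeats: one well per compound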
RPL19A TOR yeast = alters RPL19A-GFP fluorescence in TOR pathway yeast screen. S. cerevisiae RPL19A-GFP strain, flow cytometry, 3 h; stronger effect = lower value. percent response vs DMSO, % at 10 µM. actives 0.3% (n = 330,000);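 active = percent response vs DMSO below 50%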;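 also: median channel GFP fluorescence of the barcoded RPL19A-GFP strain; ratio of sample median GFP to plate DMSO average so 100% = DMSO; lower means less RPL19A-GFP as with rapamycin TOR inhibition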
proCasp7 act = counter-screen for procaspase-3 activators: activators of human procaspase-7; P55210; recombinant procaspase-7, Ac-DEVD-pNA absorbance 405 nm; D23A/D198A/D206A triple mutant, cannot self-cleave; scale: DMSO 0, 5 µM enzyme 100; activation, % at 8.5 µM; actives 0.093% (n = 330,000); AID 463210;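 active = percent activation above the screen-wide mean plus 3 SD, cut at about 25% in these data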
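Test system: Procaspase-7 triple mutant (PC-7 D3A). Also added: Ac-DEVD-pNA substrate, 400 µM as added. Schedule: 1 h enzyme–compound preincubation and 2 h substrate reaction, both 25 °C. Signal: p-Nitroaniline absorbance at 405 nm, read at 0 and 120 min. Control set: low DMSO alone, high DMSO plus 5 µM PC-7.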
ZTA DNA inh = ZTA (EBV) inhibition in EBNA-1 counter-screen | P03206 | AID 2234 | actives 0.15% (n = 320,000) | ZTA-DNA binding, fluorescence polarization | inhibition, % at 11 µM; in the data active = inhibition above about 33%
AHR activator = activates the human aryl hydrocarbon receptor | P35869 | AHR-responsive luciferase reporter cells, luminescence | activation, % at 5 µM | actives 2.5% (n = 320,000) | AID 2796; in the data active = activation above about 47%;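 also: 0% = vehicle wells and 100% = reference agonist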
EBNA-1 inh = blocks EBNA-1 binding to DNA | EBNA-1 DNA binding, fluorescence polarization | inhibition, % at 14.8 µM | actives 0.34% (n = 300,000); in the data active = inhibition above about 28%
* = called active by the depositor; . = no result given.

Results follow in this order: LAP4 TOR yeast, MEP2 TOR yeast, procasp3 activ, RPL19A TOR yeast, proCasp7 act, ZTA DNA inh, AHR activator, EBNA-1 inh
Cc1ccccc1Cn1cccc1/C=C1/C(=N)N2C=CSC2=NC1=O
    93, 120, -9, 96, 7, -10, 8, -4
COc1ccc(C(=O)OCC(=O)NC(=O)NC(C)C)cc1OC
    94, 102, -5, 99, 7, -13, 2, -10
Cc1ccc(C(=O)Nc2sc(C)c(C)c2C(=O)c2ccccc2)cc1
    106, 103, -11, 100, -18, 4, -6, -1
O=C(O)c1ccc(Cl)c(NCc2cccs2)c1
    109, 107, -1, 97, 10, -3, 2, -2
CSCCC(=O)N1CCCC(N(C)CCc2ccccc2)C1 (stereo not given)
    89, 108, 7, 99, -3, 3, 0, 3
Cc1ccc(NC(=O)c2c(NC(=O)CCC(=O)O)sc3c2CCCCC3)cc1
    107, 103, -23, 98, -28, 2, 18, 6
Cc1cc(C)n(CC(O)Cn2c(C)c(C)c3ccccc32)n1 (stereo not given)
    96, 94, -6, 98, -2, -22, 21, -2
CCCCn1c(NC(=O)C2CCCCC2)nc2ccccc21
    93, 95, -9, 94, 7, -3, 9, -5
CC(C)[C@H]1C(=O)Nc2ccccc2N1C(=O)N[C@@H](Cc1ccccc1)C(=O)N[C@H](C(=O)O)c1ccccc1
    104, 102, -7, 95, 5, -5, 0, -5
COC(=O)c1ccccc1NC(=O)c1ccccc1N(C)S(=O)(=O)c1ccccc1
    99, 103, 2, 104, -11, -19, 4, -8
O=C(CN1C(=O)NC2(CCCCCC2)C1=O)N1CCCCC1
    98, 97, 1, 95, -2, 16, 1, .
COc1ccc(-c2nc(-c3ccccc3OC)no2)cc1OC
    101, 103, 3, 98, 3, 16, -6, 5
CCCN1CCN(C(=O)c2nn(-c3ccc(OC)cc3)c(=O)c3c2c2ccccc2n3C)CC1
    96, 99, -4, 101, 0, -2, 11, 8
CCCCNC(=O)c1nnn(-c2ccccc2)c1N
    101, 98, 1, 98, -9, -4, 28, 1
O=C(OCC(=O)N1CCCCC1)c1cccc(NS(=O)(=O)c2ccccc2)c1
    97, 99, -3, 99, 0, -10, 0, -2
COc1ccc(Cn2c(C)c(C)c(C#N)c2NC(=O)Nc2ccccc2)cc1
    96, 100, -18, 94, -23, -2, 4, 8
Cc1nn(C)c(Oc2ccccc2)c1CCNC(=O)CC(C)C
    101, 112, 11, 109, 6, -18, 3, 5
COc1ccc(Nc2ncc3c(n2)CC(c2ccc(OC)cc2)CC3=O)cc1 (stereo not given)
    104, 106, -2, 104, 3, 4, 8, -2
COc1ccc(NC(=O)CCSc2nc(C)cs2)cc1
    95, 98, 0, 101, 4, 7, -1, -2
O=Cc1c(N2CCN(c3cccc(Cl)c3)CC2)nc2ccccn2c1=O
    110, 103, -2, 102, 10, -10, 22, 11
CC1(C)Cc2ccccc2-c2nc(NN)[nH]c(=O)c21
    83, 99, 2, 101, 6, -12, 22, -20
CCNC(=O)CC1C(=O)N(C)C(=S)N1NC(=O)c1ccc(Cl)cc1 (stereo not given)
    96, 98, -1, 102, -3, -10, 0, -5
Cc1ccc(NC(=O)CC2(CC(=O)O)CCCC2)c(C)c1
    91, 101, 5, 103, 2, 0, 2, -6
O=C(NCC(c1cccs1)N1CCOCC1)c1ccc(Cl)nc1 (stereo not given)
    105, 106, 2, 101, -5, -22, 3, .
Cc1nn(CC(=O)N2CCCCCC2)c(=O)c2cc3occc3n12
    115, 106, 4, 106, 8, -1, 1, 8
CCCCC(=O)Nc1ccc2c(c1)nc(CCN1CCN(C)CC1)n2C
    98, 93, 5, 89, 2, 1, -2, -5
CN(C(=O)Cn1nc(C(=O)O)c2ccccc2c1=O)C1CCCCC1
    97, 107, 2, 99, 12, ., 5, .
Cc1nnc2c(NC3CCCC3)nc3ccccc3n12
    104, 99, -4, 97, 0, 1, 6, 6
COc1ccc(OCc2nnc(NC(=O)Nc3ccccc3F)s2)cc1
    91, 95, 3, 94, 4, 30, 12, -5
COC(=O)[C@@]12CCCCN1[C@H](c1ccc(-c3ccc(F)cc3)c(OC)c1)[C@H]1C(=O)N(C)C(=O)[C@H]12
    101, 99, -2, 102, -1, ., 2, .

Single records, from the list above.
`CCCCn1c(NC(=O)C2CCCCC2)nc2ccccc21` in the list: LAP4 TOR yeast: 93; MEP2 TOR yeast: 95; procasp3 activ: -9; RPL19A TOR yeast: 94; proCasp7 act: 7; ZTA DNA inh: -3; AHR activator: 9; EBNA-1 inh: -5
`CN(C(=O)Cn1nc(C(=O)O)c2ccccc2c1=O)C1CCCCC1` in the list: LAP4 TOR yeast: 97; MEP2 TOR yeast: 107; procasp3 activ: 2; RPL19A TOR yeast: 99; proCasp7 act: 12; ZTA DNA inh: .; AHR activator: 5; EBNA-1 inh: .

Only RPL19A TOR yeast, LAP4 TOR yeast and MEP2 TOR yeast (two entries from above):
smiles,RPL19A TOR yeast,LAP4 TOR yeast,MEP2 TOR yeast
COc1ccc(NC(=O)CCSc2nc(C)cs2)cc1,101,95,98
O=Cc1c(N2CCN(c3cccc(Cl)c3)CC2)nc2ccccn2c1=O,102,110,103

The list goes on.
Results follow in this order: LAP4 TOR yeast, MEP2 TOR yeast, procasp3 activ, RPL19A TOR yeast, proCasp7 act, ZTA DNA inh, AHR activator, EBNA-1 inh
CC(C)CC1(C)NC(=O)N(CC(=O)Nc2ccc(F)c(F)c2F)C1=O (stereo not given)
    100, 111, -1, 108, 6, ., 3, .
O=C(c1ccccc1)c1cc(-c2ccccn2)c(N2CCOCC2)s1
    99, 103, -4, 99, -7, 7, 5, 4
CCOC(=O)C1(Cc2cccc(Cl)c2)CCCN(C(=O)CCC(=O)N(C)C)C1 (stereo not given)
    100, 110, 0, 109, 6, -16, 8, 1
O=S(=O)(NCc1ccccc1)c1ccc(NC(=S)NCc2ccco2)cc1
    97, 110, 4, 106, 3, -14, 2, 3
COc1ccc(C[C@H]2CN3C(=NC[C@@H]3C(C)C)N2CCNC(=O)c2ccc(C)c(Br)c2)cc1
    106, 105, 1, 101, -2, -10, 2, -18
CCCCC(CC)CNC(=O)C(Cc1ccccc1)NS(=O)(=O)c1ccc2c(c1)CCC(=O)N2 (stereo not given)
    90, 94, 3, 99, 5, -27, 1, 1
COc1cc(C(=S)N2CCCCC2)ccc1O
    85, 97, 0, 95, -5, -1, 1, 4
CC1CC(=O)N(CC(=O)NCc2ccc(F)cc2)c2ccccc2S1(=O)=O (stereo not given)
    109, 102, 10, 105, 3, 10, 1, 7
CC(=O)N1c2ccc(S(=O)(=O)N3CCC(C(=O)NCc4ccc(Cl)cc4)CC3)cc2CC1C (stereo not given)
    94, 100, 2, 96, 5, -5, 1, -23
CCOC(=O)N1CCN(CC(=O)Nc2c(C(=O)OC)[nH]c3cc(C)ccc23)CC1
    114, 103, 9, 103, 4, -6, 64*, 4
Cc1ccc(CN2CC(C(=O)Nc3ccc(C)cn3)CC2=O)cc1 (stereo not given)
    92, 93, -1, 90, 7, 0, -1, -2
Cc1cccc(-c2cnn(-c3cccc([N+](=O)[O-])c3)c2N)c1
    103, 100, -6, 92, -2, -9, -2, 1
O=c1[nH]c2cc(Cl)c([N+](=O)[O-])nc2[nH]1
    105, 106, -6, 101, 6, 0, 5, 6
Cc1cccc(NC(=S)Nc2c(C)n(C)n(-c3ccccc3)c2=O)c1C
    87, 107, -2, 102, 7, -10, -1, -11
O=C(O)c1cc(-c2ccc(/C=C3\NC(=O)N(c4ccc(Cl)cc4)C3=O)o2)ccc1Cl
    87, 102, -8, 99, -2, 8, 1, 1
COC(=O)[C@@H](CC(C)C)NS(=O)(=O)N(Cc1ccccc1)[C@@H](CC(C)C)C(=O)OC
    102, 91, 8, 95, 11, -4, -1, .
O=C(NCc1ccccc1)C1CCN(C(=O)NCc2ccccc2)CC1
    103, 107, 2, 112, -4, 0, 3, -9
CCOC(=O)c1ccccc1NC(=O)CCNC(=O)Cn1cnc2ccccc2c1=O
    101, 99, 2, 100, -6, 0, 7, 0
COc1ccc(/C=C2\SC(=O)N(CC(=O)NCCCn3ccnc3)C2=O)cc1
    93, 97, 2, 95, -5, -6, 4, -1
O=C(CSc1nc2ccccc2[nH]1)NCc1ccc(F)cc1
    107, 89, -5, 92, 1, 6, 5, 1
CC(=O)Nc1ccc(NC(=O)CSc2nc3[nH]ncc3c(=O)n2-c2ccccc2)cc1
    93, 95, 10, 96, -1, 7, 1, 0
C/C(=C\C#N)n1nc(C)cc1N
    93, 96, -1, 98, -4, -8, 5, -18
COc1ccccc1NC(=O)CCc1nnc2ccc(N3CCCCC3)nn12
    97, 115, 7, 92, 12, -6, 17, 5
CC1=C(C(=O)Nc2ccc(C(=O)NC(C)c3ccccc3)cc2)SCCO1 (stereo not given)
    96, 100, 11, 101, 6, 7, -5, 7
O=C(CN1C(=O)S/C(=C\c2ccc(Cl)cc2)C1=O)NC1C=CS(=O)(=O)C1 (stereo not given)
    97, 113, 4, 102, -5, 13, 0, 13
CSc1nsc(SCC(=O)N2CCCCC2)n1
    103, 94, 0, 97, -1, 9, -5, 1
O=C(O)COc1ccccc1/C=C1\SC(=S)N(/N=C/c2ccccc2O)C1=O
    103, 108, -16, 106, -18, 8, 7, 8
CCn1c(SCc2ccc(C(=O)OC)o2)nnc1-c1c[nH]c2ccccc12
    104, 96, 2, 94, -1, -3, 10, 10
O=C(/C=C/c1ccccc1)NCCN1CCOCC1
    91, 101, 6, 100, 7, 5, 1, 20
CCc1ccccc1N(C(=O)Cn1nnc2ccccc21)C(C(=O)NCCOC)c1ccco1 (stereo not given)
    93, 106, 6, 100, -12, -3, 2, -9
O=C(c1nc2ccc(Cl)cn2c1CNCCn1ccnc1)N1CCCCCCC1
    94, 107, -2, 107, -8, -1, 13, -5
Cc1ccc(-c2noc(CNCCCN(C)C)n2)cc1
    100, 95, -1, 101, 5, 11, 3, 1
CCCCN(CCCC)C(=O)CN(C)S(=O)(=O)c1ccc2c(c1)n(C)c(=O)c(=O)n2C
    99, 96, 3, 99, 10, -3, 0, 10
COc1ccc(CSc2nc(C)[nH]c2[N+](=O)[O-])cc1[N+](=O)[O-]
    107, 97, -5, 96, 1, -10, -1, 7

Grouped by structure, the compounds so far with an aryl thioether with sulfur outside any ring
Results follow in this order: LAP4 TOR yeast, MEP2 TOR yeast, procasp3 activ, RPL19A TOR yeast, proCasp7 act, ZTA DNA inh, AHR activator, EBNA-1 inh
COc1ccc(NC(=O)CCSc2nc(C)cs2)cc1
    95, 98, 0, 101, 4, 7, -1, -2
O=C(CSc1nc2ccccc2[nH]1)NCc1ccc(F)cc1
    107, 89, -5, 92, 1, 6, 5, 1
CC(=O)Nc1ccc(NC(=O)CSc2nc3[nH]ncc3c(=O)n2-c2ccccc2)cc1
    93, 95, 10, 96, -1, 7, 1, 0
CSc1nsc(SCC(=O)N2CCCCC2)n1
    103, 94, 0, 97, -1, 9, -5, 1
CCn1c(SCc2ccc(C(=O)OC)o2)nnc1-c1c[nH]c2ccccc12
    104, 96, 2, 94, -1, -3, 10, 10
COc1ccc(CSc2nc(C)[nH]c2[N+](=O)[O-])cc1[N+](=O)[O-]
    107, 97, -5, 96, 1, -10, -1, 7

Screening data as filed in PubChem BioAssay.

Random draw from the library; overall some 3.8% were active at least once.
